Source: PubChem BioAssay (several laboratories)
SIAH1 antagonists: Siah-1 peptide-binding antagonists, primary screen, biochemical, fluorescence polarization, rhodamine-plectin, uHTS (AID 1817). Siah-1 / rhodamine-plectin peptide fluorescence polarization; higher % means a stronger effect. displacement, % at 20 µM; hits with a dose series show IC50 in µM. 0.02% of 290,000 active;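 active = displacement of at least 50% at 20 µM, with a fluorescence ratio check between 0.3 and a set limit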;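 note: plate controls were Siah plus tracer with DMSO for no effect and tracer alone without Siah for full effect; strong numbers were not always called active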
UTI89 phage lysis: inhibition of K1F phage lysis, E. coli UTI89, bacterial capsule biogenesis inhibitors, alamar blue (AID 488966); E. coli UTI89 K1F phage lysis, alamar blue, 2 h; higher % means a stronger effect; one-dose inhibition, % at 100 µM; IC50 in µM for titrated hits; 0.02% of 340,000 active;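 active = phage lysis inhibition, versus mean bacterial control, above a set limit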;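 note: capsule biogenesis inhibitors block K1F phage lysis so surviving cells raise fluorescence; higher fluorescence means more inhibition of phage lysis; actives were called in the ten point dose series up to 300 µM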
Lipid droplet: modulators of hepatic lipid droplet formation | AML12 mouse hepatocytes, oleate lipid droplets, BODIPY imaging | inhibition, % at 6.5 µM | 0.4% of 240,000 active;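 active = lipid droplet intensity inhibited by at least 50%, with more than 500 cells counted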
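Material: mouse AML12 hepatocyte cell line, fixed after treatment; Timing: compound with oleate, overnight; Technique: high-content imaging of BODIPY-stained droplets and DAPI nuclei; Probe or stimulus: oleate, 100 µM final; Dosing: compound at 6.5 µM only.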
Lipid droplet cells 6.5 µM: further read-out of Lipid droplet, marked with its call; cell count; measured here: cell count, cytotoxicity flag;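 cells counted across two imaged fields per well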
An asterisk follows results filed as active; [ ] = dose if it differs, or a comment.

Short forms – A = SIAH1 antagonists; B = UTI89 phage lysis; C = Lipid droplet; D = Lipid droplet cells 6.5 µM
Cc1noc(C)c1C(=O)Nc1ccc2ccccc2c1
  A: -5%	B: 0.1%	C: 1	D: 639

NC(=O)c1cc2ccccc2o/c1=N\NC(=O)c1ccc(F)cc1
  A: -6%	B: 0.1%	C: -47	D: 683

Cc1cc(C(=O)NNC(=O)COc2c(C)cc(Br)cc2C)n[nH]1
  A: 0%	B: 0.0%	C: -4	D: 699

COC(=O)c1ccc(CN2CCC(n3nccc3NC(=O)C3CC3)CC2)cc1
  A: -1%	B: -0.1%[50 µM]	C: -2	D: 793

Cc1ccc(CN2C(=O)CC(Nc3ccc(N4CCOCC4)cc3)C2=O)cc1 (stereo not given)
  A: 12%	B: -0.5%	C: -1	D: 805

CC(Oc1ccccc1)C(=O)Nc1ccc(S(=O)(=O)N2CCCC2)cc1 (stereo not given)
  A: -1%	B: -0.1%	C: -4	D: 816

Cc1cc(C)c2sc(N(CCN(C)C)C(=O)c3ccc4ccccc4c3)nc2c1
  A: -2%	B: 0.9%	C: -2	D: 700

O=C(c1ccc(CS(=O)c2cccc(Cl)c2)o1)N1CCN(C2CCCCC2)CC1 (stereo not given)
  A: 4%	B: 0.4%	C: -1	D: 725

CCN1CCN(CCCNC(=O)CS(=O)(=O)Cc2nc(-c3cccc(OC)c3)oc2C)CC1
  A: 3%	B: -0.5%	C: 6	D: 824

O=C(CCCN1C(=O)/C(=C/c2ccccc2Cl)SC1=S)Nc1cccnc1
  A: -3%	B: 1.1%[50 µM]	C: 1	D: 879

COc1cccc(CN2CC(C(=O)N(C)Cc3ccc(C)cc3)CCC2=O)c1 (stereo not given)
  A: 3%	B: 0.1%	C: -28	D: 663

COc1ccc(CC(=O)NCC2CCCCC2)cc1OC
  A: -2%	B: 0.0%	C: -3	D: 612

Cc1cc(C)cc(NC2=C(N)C(=O)c3ccccc3C2=O)c1
  A: 2%	B: -0.2%	C: 29	D: 819

COc1ccccc1NC(=O)N1CCC(C(=O)c2ccc(Cl)cc2)CC1
  A: 3%	B: 0.1%	C: 35	D: 815

CC(NC(=O)COc1ccc(S(=O)(=O)N2CCCC2)cc1)c1ccccc1 (stereo not given)
  A: 2%	B: -0.2%	C: 14	D: 770

COc1ccc(CNc2nnnn2C)c(OC)c1
  A: -2%	B: 0.2%	C: -1	D: 818

COc1ccc2ccccc2c1/C=N/NC(=O)c1ccccc1F
  A: 1%	B: 0.1%	C: 3	D: 809

COc1ccc(OC)c(S(=O)(=O)ON2C(=O)c3ccccc3C2=O)c1
  A: -7%	B: -0.1%	C: -7	D: 793

COc1ccccc1NC(=O)C(C)NC(c1ccccc1)c1ccccc1 (stereo not given)
  A: 1%	B: 0.1%	C: 11	D: 849

O=S1(=O)N(Cc2ccccc2F)CCCN1Cc1c(F)cccc1Cl
  A: 3%	B: 0.1%	C: -8	D: 852

CC(C)c1cc(=O)[nH]c(N2CCN(Cc3ccc4c(c3)OCO4)CC2)n1
  A: -5%	B: 0.2%	C: -2	D: 769

O=C(CCNS(=O)(=O)c1ccc(Br)cc1)NCc1ccc(Cl)cc1
  A: 12%	B: 0.3%	C: 2	D: 687

O=C(NC(C(=O)N/N=C/c1cc([N+](=O)[O-])ccc1O)c1n[nH]c(=O)c2ccccc12)c1ccccc1 (stereo not given)
  A: 12%	B: 0.4%	C: 8	D: 812

Cc1cc(C)c2c(c1)C(=O)/C(=C/c1ccc(C(=O)O)cc1)CC2
  A: -1%	B: -0.4%	C: 16	D: 705

CCCC(=O)Nc1ccc(C2C(=O)c3ccccc3C2=O)cc1
  A: 9%	B: -1.1%	C: 2	D: 770

CCc1nnc(NC(=O)CSc2nc(C)cs2)s1
  A: -6%	B: 0.2%	C: -2	D: 881

Cc1c(C(=O)Nc2nonc2-c2ccc(F)cc2)oc2ccc(F)cc12
  A: 0%	B: 0.4%	C: -5	D: 764

Cc1coc2c(C)c3oc(=O)c(CCC(=O)NCc4ccccn4)c(C)c3cc12
  A: -8%	B: 4.3%	C: -16	D: 837

O=C(COc1ccc(Cl)cc1Cl)N/N=C/c1cccnc1
  A: 2%	B: -1.4%	C: 0	D: 884

O=C(N/N=C/c1cccnc1)c1ccc(NC(=O)c2cccc(Cl)c2)cc1
  A: 25%	B: 0.2%	C: 6	D: 725

Some of these compounds in order of their number in SIAH1 antagonists, low to high.
Structure	SIAH1 antagonists
CCc1nnc(NC(=O)CSc2nc(C)cs2)s1	-6%
CC(C)c1cc(=O)[nH]c(N2CCN(Cc3ccc4c(c3)OCO4)CC2)n1	-5%
Cc1c(C(=O)Nc2nonc2-c2ccc(F)cc2)oc2ccc(F)cc12	0%

Part of the list above in a different format.
| SMILES | SIAH1 antagonists | UTI89 phage lysis | Lipid droplet | Lipid droplet cells 6.5 µM |
| --- | --- | --- | --- | --- |
| O=S1(=O)N(Cc2ccccc2F)CCCN1Cc1c(F)cccc1Cl | 3% | 0.1% | -8 | 852 |
| Cc1c(C(=O)Nc2nonc2-c2ccc(F)cc2)oc2ccc(F)cc12 | 0% | 0.4% | -5 | 764 |
| O=C(CCNS(=O)(=O)c1ccc(Br)cc1)NCc1ccc(Cl)cc1 | 12% | 0.3% | 2 | 687 |

Back to the main list with the 4 entries that preceded the break.
Short forms – A = SIAH1 antagonists; B = UTI89 phage lysis; C = Lipid droplet; D = Lipid droplet cells 6.5 µM
Cc1c(C(=O)Nc2nonc2-c2ccc(F)cc2)oc2ccc(F)cc12
  A: 0%	B: 0.4%	C: -5	D: 764

Cc1coc2c(C)c3oc(=O)c(CCC(=O)NCc4ccccn4)c(C)c3cc12
  A: -8%	B: 4.3%	C: -16	D: 837

O=C(COc1ccc(Cl)cc1Cl)N/N=C/c1cccnc1
  A: 2%	B: -1.4%	C: 0	D: 884

O=C(N/N=C/c1cccnc1)c1ccc(NC(=O)c2cccc(Cl)c2)cc1
  A: 25%	B: 0.2%	C: 6	D: 725

O=C(CCc1ccccc1)N/N=C\C1CC=CCC1 (stereo not given)
  A: -1%	B: 1.4%	C: -11	D: 690

CC(C)(C)OC(=O)CNC(=O)c1[nH]cnc1C(=O)NC1CCN(C(=O)OC(C)(C)C)CC1
  A: -6%	B: 1.8%	C: 2	D: 823

COc1ccc(CC(=O)Nc2ccc(S(=O)(=O)Nc3nccs3)cc2)cc1
  A: -1%	B: -0.2%	C: -21	D: 739

CCn1cc(/C=C(\NC(=O)c2ccccc2F)C(=O)NCCN2CCOCC2)c2ccccc21
  A: 0%	B: 0.1%	C: -4	D: 713

O=C(CN1CCOCC1)N/N=C/c1c(O)ccc2ccccc12
  A: -3%	B: 0.0%	C: -1	D: 802

O=C(Nc1ccccc1)/C(=C/c1ccc([N+](=O)[O-])cc1)NC(=O)c1ccco1
  A: -7%	B: 1.4%	C: -5	D: 768

COCC(C)N1CCC(Oc2ccc(C(=O)N3CCCC3)cc2)CC1 (stereo not given)
  A: 3%	B: 1.7%[50 µM]	C: -4	D: 870

O=C(c1ccc([N+](=O)[O-])cc1)N1CCN(C(=O)c2cccnc2)CC1
  A: 4%	B: 0.9%	C: 22	D: 809

O=C(Cn1ncn2c(cc3sccc32)c1=O)NC1CCCC1
  A: 8%	B: 0.2%	C: -8	D: 610

CNC(=O)c1ccc(S(=O)(=O)c2ccc(Cl)cc2)c(NC(C)=O)c1
  A: 0%	B: 0.2%	C: -16	D: 377

Cc1ccc(NC2CCCN(C(=O)CCc3ccncc3)C2)cc1C (stereo not given)
  A: 1%	B: 0.1%	C: -2	D: 700

CC(=O)c1ccc(NC(=O)CC(C)S(=O)(=O)c2ccc3c(c2)CCN3C(C)=O)cc1 (stereo not given)
  A: 2%	B: -0.1%	C: -17	D: 693

Only part of the results is shown; the hit share may differ from the screen's.
